# BoNT-F LC inh: BoNT/F light chain protease inhibitors, primary screen, biochemical, flow cytometry, MLPCN library; Botulinum neurotoxin type F light chain protease (Clostridium botulinum); Multiplex microsphere protease cleavage assay; inhibition, % at 10 µM; hit rate 0.22% among 360,000; AID 588497, 2011; in the data active = inhibition above about 35%, passing the limit was not always enough; inconclusive = no clear call, values can overlap the other calls; also: plate controls were buffer without enzyme for full effect and enzyme alone for no effect
# GDH-TPI inh: GDH-TPI coupling enzyme inhibitors, primary screen, artefact control for M. tuberculosis FBA inhibitor project, biochemical, absorbance, full deck | GDH-TPI coupled enzyme counterscreen, NADH absorbance | inhibition, % at 4.8 µM | hit rate 1.2% among 360,000 | AID 588335, 2011; in the data active = inhibition above about 30%;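 also: 0% = DMSO wells and 100% = wells lacking the enzyme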
# Mtb BioA inh: M. tuberculosis BioA enzyme inhibitors, primary screen, biochemical, plate reader, single point, HTS. hit rate 0.096% among 360,000. purified M. tuberculosis BioA enzyme. AID 602481, 2012. inhibition, % at 9.99 µM; in the data active = inhibition above about 40%; inconclusive = no clear call, values can overlap the other calls
# FBA Mtb inh: Mtb FBA enzyme inhibitors, primary screen, biochemical, fluorescence, strain H37Rv; Fructose-bisphosphate aldolase (Mycobacterium tuberculosis (strain ATCC 25618 / H37Rv)), …; purified M. tuberculosis FBA, fluorescence read-out; inhibition, % at 1 µM; hit rate 2.3% among 360,000; AID 588726, 2011; in the data active = inhibition above about 27%;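 also: 0% = vehicle and 100% = reference inhibitor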
# Target sequence (P9WQA3 whole entry, looked up): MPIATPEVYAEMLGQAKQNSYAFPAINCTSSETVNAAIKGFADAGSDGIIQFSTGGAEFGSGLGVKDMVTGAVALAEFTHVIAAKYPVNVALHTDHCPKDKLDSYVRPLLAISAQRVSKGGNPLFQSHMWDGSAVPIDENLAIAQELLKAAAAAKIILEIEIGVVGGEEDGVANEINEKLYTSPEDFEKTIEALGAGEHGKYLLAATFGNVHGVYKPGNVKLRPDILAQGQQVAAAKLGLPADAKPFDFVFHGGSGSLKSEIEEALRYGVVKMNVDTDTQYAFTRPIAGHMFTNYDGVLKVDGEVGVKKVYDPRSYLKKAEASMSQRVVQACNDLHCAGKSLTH
# Mtb UGM inh: M. tuberculosis UGM enzyme inhibitors, primary screen, biochemical, fluorescence polarization, single point | purified UGM, fluorescence polarization probe displacement | AID 504406, 2011 | UDP-galactopyranose mutase (Mycobacterium tuberculosis (strain ATCC 25618 / H37Rv)), … | inhibition, % at 10 µM | hit rate 0.06% among 320,000; in the data active = inhibition above about 10%, passing the limit was not always enough; inconclusive = no clear call, values can overlap the other calls
# Target sequence (P9WIQ1 whole entry, looked up): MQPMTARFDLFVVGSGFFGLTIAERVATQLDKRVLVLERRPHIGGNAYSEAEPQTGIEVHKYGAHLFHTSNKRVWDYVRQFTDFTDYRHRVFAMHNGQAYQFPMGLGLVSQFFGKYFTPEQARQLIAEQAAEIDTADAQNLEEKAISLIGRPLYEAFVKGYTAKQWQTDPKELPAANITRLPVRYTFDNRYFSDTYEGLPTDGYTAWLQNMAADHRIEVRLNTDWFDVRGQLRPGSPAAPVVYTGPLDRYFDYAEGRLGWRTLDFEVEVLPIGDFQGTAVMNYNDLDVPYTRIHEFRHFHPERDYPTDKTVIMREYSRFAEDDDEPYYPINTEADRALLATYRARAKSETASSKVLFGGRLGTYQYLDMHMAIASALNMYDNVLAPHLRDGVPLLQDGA
# BoNT-A LC inh2: BoNT/A light chain protease inhibitors, primary screen, biochemical, flow cytometry, MLPCN library | multiplex microsphere protease substrate cleavage | inhibition, % at 10 µM | hit rate 0.17% among 360,000 | AID 588499, 2011; also: plate controls were buffer without enzyme for full effect and enzyme alone for no effect
# PfHsp40 yeast: rescue of yeast from PfHsp40 toxicity, primary screen, S. cerevisiae, ATP luminescence | S. cerevisiae expressing PfHsp40, growth rescue | growth rescue, % at 12.5 µM | hit rate 0.68% among 340,000; in the data active = growth rescue above about 28%, passing the limit was not always enough; inconclusive = no clear call, values can overlap the other calls;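 also: yeast W303a lacking pdr1 and pdr3 grown in galactose medium; growth measured after three days at 30 °C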
# FadD28 binding: inhibitors of FadD28 bisubstrate probe binding, primary screen, biochemical, fluorescence polarization, single point. Mycobacterium tuberculosis FadD28 fatty-acid-AMP ligase. inhibition, % at 12.5 µM. hit rate 0.22% among 360,000. AID 588549, 2011; in the data active = inhibition above about 8.5%, passing the limit was not always enough; inconclusive = no clear call, values can overlap the other calls
# Anthrax LF prot: Bacillus anthracis LF protease inhibitors, primary screen, biochemical, multiplex microsphere, MLPCN library; Lethal factor (Bacillus anthracis), P15917; multiplex microsphere protease cleavage assay; inhibition, % at 10 µM; hit rate 0.12% among 360,000; AID 588501, 2011; also: plate controls were buffer without enzyme for full effect and enzyme alone for no effect
# An asterisk follows results filed as active; ? = inconclusive; nt = not tested or not shown. Rule as the data show it, unless noted: active = inhibition above about 30%; inconclusive = no clear call, values can overlap the other calls; inactive = below that.
Structure,BoNT-F LC inh,GDH-TPI inh,Mtb BioA inh,FBA Mtb inh,Mtb UGM inh,BoNT-A LC inh2,PfHsp40 yeast,FadD28 binding,Anthrax LF prot
COc1ccc(/C=C/C(=O)OCC(=O)NC2CCCC(C)C2C)cc1S(=O)(=O)N1CCOCC1 (configuration not stated),-3,0,nt,2,5.8,0.3,14,0.6,-3
O=C(COC(=O)CC1CCCC1)Nc1ccc(Br)cc1F,5,1,1.1,3,1.0,-0.1,2.2,-1.6,1
CCCS(=O)(=O)NC(=O)C1(C)CCCN(C(=O)c2ccc3ccccc3n2)C1 (configuration not stated),-9,16,0.6,5,nt,0.1,nt,-0.6,0
Cc1ccc(NC(=O)c2cc(-n3cnnc3)ccc2Cl)c(C)c1,-8,6,4.4,-1,0.4,-1.4,0.3,-1.7,-2
O=C1OCCC1Sc1nnc(-c2ccco2)o1 (configuration not stated),-5,-5,-1.3,5,-0.8,0.2,0.6,-3.4,-2
CCCS/C(N)=N/N=C/c1ccccc1O,-1,18,nt,0,-2.6,0.2,-0.1,-2.4,-4
COc1ccc(NC(=O)C(NC(=O)c2ccc(=O)[nH]c2)c2ccccc2)cc1 (configuration not stated),2,9,-2.2,-1,-2.2,-0.1,-1.8,-4.5,0
COc1cc(OC)c2c(-c3cccc(-c4ccc(O)cc4)c3)cc(=O)oc2c1,15,12,0.2,1,nt,1.4,-0.1,-1.9,1
CC=CCn1c(SCCCc2ccccc2)nc2c1c(=O)[nH]c(=O)n2C,-3,19,-0.7,4,nt,-0.1,nt,0.7,-10
C[C@H](CO)N1C[C@H](C)[C@H](CN(C)C(=O)c2ccncc2)OCc2ccccc2-c2c(n(C)c3ccccc23)C1=O,-2,2,-0.8,4,nt,-0.5,nt,-0.3,-4
NC(=O)c1oc2ccccc2c1NC(=O)c1nc2ccccc2s1,-8,17,-1.6,-3,1.5,-1.1,-0.5,-5.0,2
Cc1nc2sc(C)c(C)c2c(=O)o1,-39,12,0.2,-4,0.3,-0.6,-0.3,-0.1,2
O=[N+]([O-])c1ccc(/C=N/Nc2nc(N3CCCCC3)nc(N3CCCCC3)n2)o1,2,1,3.0,1,-1.1,4.3,0.1,-2.5,11
C/C(=C\C1CCCCC1)C(NC(=O)c1ccc(C(F)(F)F)cc1)c1ccc(-c2ccccc2)cc1 (configuration not stated),-4,-10,1.7,1,-0.9,-0.6,0.1,-0.4,-5
N#Cc1cnn(-c2ccccc2)c1NC(=O)CN1CCOCC1,nt,13,-3.5,2,-0.1,nt,nt,-0.4,nt
O=C1C(Cl)=C(N2CCCC2)C(=O)N1c1ccccc1F,-4,20,-0.6,-3,0.6,0.6,-0.7,-1.4,-8
CCOC(=O)C1CCN(C(=O)COC(=O)c2ccc([N+](=O)[O-])o2)CC1,-5,6,0.4,-4,-2.2,-0.7,1.2,-1.7,-14
N#CC1=C(S)N(c2ccccc2)C2(CCCCC2)NC1=O,-2,6,nt,-3,-0.7,0.7,3.4,-0.9,-1
CC(=O)c1ccc(S(=O)(=O)NCCC(=O)OCC(=O)N(Cc2ccccc2)C(C)(C)C)cc1,-3,2,-2.0,1,3.0,0.1,-0.4,-3.6,-4
O=C(c1ccc(-c2ccccc2Cl)o1)N1CCCCCCC1,-3,-1,-0.3,-2,nt,-0.9,3.6,-8.5,-2
CN1CCN(NC(=O)c2cc(-c3ccc(Br)s3)nc3ccccc23)CC1,4,19,10,12,2.3,19,-1.0,-10,14
Cc1ccc2cc(C3CC(c4cccs4)=NN3S(C)(=O)=O)c(Cl)nc2c1 (configuration not stated),nt,1,nt,0,-3.3,nt,0.9,-1.1,nt
O=S(=O)(c1ccc(F)c(F)c1)N1CCN(S(=O)(=O)c2cccs2)CC1,-6,3,-1.6,-1,-1.3,-0.3,-0.6,-4.0,1
CCCS(=O)(=O)NC(=O)C1(C)CCCN(C(=O)c2nc(C)oc2C)C1 (configuration not stated),-1,15,-0.9,-3,nt,-0.3,nt,-3.0,7
COc1ccc(NC(=S)N(CCC(C)C)C(C)c2ccncc2)cc1 (configuration not stated),3,5,-0.1,-2,-1.0,-0.1,-0.5,-1.4,0
O=C(Nc1nnc(-c2ccncc2)o1)C1CCCCC1,4,6,nt,8,-1.0,0.8,-0.1,-3.4,-1
COc1ccc(C(=O)c2ccc([N+](=O)[O-])cc2Cl)cc1,-2,6,nt,-1,2.1,-0.3,-1.1,1.0,-4
CC1(C)Cc2cccc(OCC(N)=O)c2O1,4,3,-1.4,0,-0.6,-0.2,-1.1,-0.6,-2
CC1(C(=O)Nc2cccc3cccnc23)CCN1Cc1ccc(-c2ccccc2)o1 (configuration not stated),-11,4,-0.1,5,nt,0.4,nt,-2.9,0
COc1ccc(NC(=O)CN(C)C(=O)c2cc(-c3cccs3)nn2-c2ccccc2)cc1,-14,11,nt,2,-1.2,1.0,-0.4,-1.1,?
CCOC(=O)CNC(=O)c1c(C)nn(-c2ccccc2)c1Cl,-5,3,2.1,2,2.5,-2.1,2.9,-0.7,-5
CCCCCCc1nc2ccccc2c(=O)n1N,10,14,1.1,136*,-0.9,0.4,-0.6,-2.0,1
CCC(=O)Nc1ccc(NCc2cccs2)cc1,-27,3,-0.5,0,5.1,-4.4,-1.1,-2.0,-1
C=C(C)COc1ccc(-c2[nH]ncc2-c2ccc(Br)cc2)c(O)c1,-10,4,nt,3,5.2,-1.1,309*,-2.1,-2
CCCCOC1(c2ccccc2)OC(=O)c2ccccc21 (configuration not stated),-10,1,1.0,-5,-1.9,-0.6,-1.7,-4.7,-6
CCOC(=O)C1=C(C)NC(=O)NC1c1ccc(-c2ccc(Cl)cc2)o1 (configuration not stated),-7,-3,nt,1,-1.1,-0.4,-2.0,0.6,-2
O=S(=O)(/N=C(/Nc1ccccc1)c1ccccc1O)c1ccccc1,0,3,nt,2,-0.4,-0.7,-0.4,-0.5,-5
O=C(c1cc(S(=O)(=O)N2CCOCC2)ccc1Cl)N1CCCCC1CO (configuration not stated),0,-12,nt,1,0.4,-0.5,2.9,1.8,-1
CC1CCc2c(sc3nc(CN4CCOCC4)nc(NS(=O)(=O)c4cccc([N+](=O)[O-])c4)c23)C1 (configuration not stated),-6,-8,3.5,0,0.5,0.6,1.8,-2.6,-2
CN1CC(C(=O)c2cccc(C(F)(F)F)c2)C(c2ccc(Cl)cc2)C1 (configuration not stated),-3,-7,2.9,1,5.3,-1.1,-0.3,-4.9,-4
CCc1c(C)nc2cc(-c3cccs3)[nH]n2c1=O,6,2,nt,27*,nt,0.0,-1.1,-3.7,4
Cc1ccc(C)c(NC(=O)CN(C)C(=O)c2cccc(S(=O)(=O)N3CCCC3)c2)c1,6,-7,-0.7,-2,nt,0.4,1.5,0.1,9
CN(C)S(=O)(=O)N1CCN(S(=O)(=O)c2ccc(F)cc2)CC1,-10,14,-1.5,3,-1.2,-1.1,-1.1,-0.3,7
O=C1C2C3c4ccccc4C(c4ccccc43)C2c2nc3ccccc3n21 (configuration not stated),-1,-4,-1.2,1,0.5,0.0,-2.0,0.3,1
O=C(N/C(=C/c1ccc(Br)cc1)C(=O)N1CCCC1)c1cccs1,1,13,nt,1,1.2,0.0,10,-2.9,1
CC(Sc1nc2ccc(C(=O)c3ccccc3)cc2[nH]1)C(=O)O (configuration not stated),0,16,1.1,0,2.4,1.2,1.1,-4.1,-5
CCOC(=O)c1ccc2c(c1)n(CC)c(/C=C/Nc1ccccc1)[n+]2CC,0,27,0.4,-1,0.7,0.1,-0.8,-0.4,-3
Fc1ccccc1CSCc1nc2ccccc2[nH]1,-10,11,-0.6,0,4.4,-0.7,0.1,-1.5,-4
CC1(C)CC(=O)C2=C(C1)Oc1ncn(CCCn3ccnc3)c(=N)c1C2c1ccccc1 (configuration not stated),4,11,-0.4,4,-0.3,0.7,-1.5,-0.4,-5
CCC(C)C(NC(=O)c1ccccc1NC(=O)c1ccc(OC)cc1)C(=O)NCc1ccco1 (configuration not stated),-7,4,-1.1,-3,-1.1,-0.9,0.9,-0.3,-5
CC(=O)c1ccc(NC(=O)CSc2nc(C)cc(C)c2C(N)=O)cc1,2,-9,0.0,-11,-2.0,-0.8,-0.5,-1.7,-5
Cc1ccc(C(=O)O/N=C/C2=C(Cl)c3ccccc3CC2)cc1,-9,-3,1.2,2,0.9,-0.3,0.7,-0.7,-3
Cn1ccnc1SC(C(=O)O)c1ccccc1 (configuration not stated),?,21,-2.1,4,0.4,1.1,-0.2,-0.5,-10
CC(=NO)C1CCC2C3CCC4CC(=NO)CCC4(C)C3C(C)(O)CC12C (configuration not stated),-6,6,1.1,-2,nt,-0.1,-0.5,-3.5,0

# Reformatted: three of the compounds above.
> CCOC(=O)c1ccc2c(c1)n(CC)c(/C=C/Nc1ccccc1)[n+]2CC
  BoNT-F LC inh: 0	GDH-TPI inh: 27	Mtb BioA inh: 0.4	FBA Mtb inh: -1	Mtb UGM inh: 0.7	BoNT-A LC inh2: 0.1	PfHsp40 yeast: -0.8	FadD28 binding: -0.4	Anthrax LF prot: -3

> Fc1ccccc1CSCc1nc2ccccc2[nH]1
  BoNT-F LC inh: -10	GDH-TPI inh: 11	Mtb BioA inh: -0.6	FBA Mtb inh: 0	Mtb UGM inh: 4.4	BoNT-A LC inh2: -0.7	PfHsp40 yeast: 0.1	FadD28 binding: -1.5	Anthrax LF prot: -4

> CC1(C)CC(=O)C2=C(C1)Oc1ncn(CCCn3ccnc3)c(=N)c1C2c1ccccc1 (configuration not stated)
  BoNT-F LC inh: 4	GDH-TPI inh: 11	Mtb BioA inh: -0.4	FBA Mtb inh: 4	Mtb UGM inh: -0.3	BoNT-A LC inh2: 0.7	PfHsp40 yeast: -1.5	FadD28 binding: -0.4	Anthrax LF prot: -5

# Ordered by length of the SMILES (falling): six of the compounds above.
Structure,BoNT-F LC inh,GDH-TPI inh,Mtb BioA inh,FBA Mtb inh,Mtb UGM inh,BoNT-A LC inh2,PfHsp40 yeast,FadD28 binding,Anthrax LF prot
CC1(C)CC(=O)C2=C(C1)Oc1ncn(CCCn3ccnc3)c(=N)c1C2c1ccccc1 (configuration not stated),4,11,-0.4,4,-0.3,0.7,-1.5,-0.4,-5
CCOC(=O)c1ccc2c(c1)n(CC)c(/C=C/Nc1ccccc1)[n+]2CC,0,27,0.4,-1,0.7,0.1,-0.8,-0.4,-3
CC(=O)c1ccc(NC(=O)CSc2nc(C)cc(C)c2C(N)=O)cc1,2,-9,0.0,-11,-2.0,-0.8,-0.5,-1.7,-5
CC(Sc1nc2ccc(C(=O)c3ccccc3)cc2[nH]1)C(=O)O (configuration not stated),0,16,1.1,0,2.4,1.2,1.1,-4.1,-5
Fc1ccccc1CSCc1nc2ccccc2[nH]1,-10,11,-0.6,0,4.4,-0.7,0.1,-1.5,-4
Cn1ccnc1SC(C(=O)O)c1ccccc1 (configuration not stated),?,21,-2.1,4,0.4,1.1,-0.2,-0.5,-10

# Screening results as filed in PubChem.
